High-throughput results as filed in PubChem BioAssay.
M5 ag = agonists of human muscarinic M5 receptor (CHRM5); activation, % at 3 µM; actives 0.19% (n = 360,000); P08912; CHO-K1 hM5 cells, Fluo-8 calcium fluorescence; 0% DMSO wells, 100% maximal acetylcholine response;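 active = activation above the run's mean over test compounds plus 3 SD, cut at about 23% in these data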;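 note: signal is peak over basal fluorescence ratio across the kinetic read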
Target sequence (P08912 whole entry, looked up): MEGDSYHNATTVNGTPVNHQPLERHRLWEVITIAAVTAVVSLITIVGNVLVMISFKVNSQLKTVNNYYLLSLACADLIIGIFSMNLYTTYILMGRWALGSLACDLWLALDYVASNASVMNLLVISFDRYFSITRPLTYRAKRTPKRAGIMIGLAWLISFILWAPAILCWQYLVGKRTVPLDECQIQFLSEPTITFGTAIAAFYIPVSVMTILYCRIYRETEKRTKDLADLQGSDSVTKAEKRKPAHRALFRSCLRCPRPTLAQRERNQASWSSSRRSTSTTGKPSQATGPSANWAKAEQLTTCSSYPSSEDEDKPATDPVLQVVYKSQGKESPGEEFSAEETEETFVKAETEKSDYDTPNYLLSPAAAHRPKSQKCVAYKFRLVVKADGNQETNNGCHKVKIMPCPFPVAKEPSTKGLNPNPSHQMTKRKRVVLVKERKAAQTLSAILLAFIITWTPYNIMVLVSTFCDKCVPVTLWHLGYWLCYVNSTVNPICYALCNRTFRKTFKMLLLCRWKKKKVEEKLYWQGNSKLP
CRFR2-BP ag = CRF-BP/CRF-R2 complex agonism | HEK293 CRF-R2/CRF-BP, calcium dye fluorescence (FLIPR); percent of saturating CRF peptide response | activation, % at 13.2 µM | actives 0.46% (n = 350,000) | AID 588473;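 active = activation of at least 50%, plus an integration ratio under a set limit after plate pattern correction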;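 note: plate controls were neutral control wells without compound for no effect and CRF at EC100 for full effect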
CHRM4 PAM = positive allosteric modulators of human muscarinic M4 receptor | P08173 | CHO-K1 hM4/Gqi5, Fluo-8 calcium fluorescence, ACh EC20; 0% = ACh EC20, 100% = maximal ACh | activation, % at 3 µM | actives 0.4% (n = 360,000);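 active = activation above its plate's cutoff, the mean activation of sample wells plus 3 SD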; note: some results filed as inactive read as strong as hits
Target sequence (P08173 whole entry, looked up): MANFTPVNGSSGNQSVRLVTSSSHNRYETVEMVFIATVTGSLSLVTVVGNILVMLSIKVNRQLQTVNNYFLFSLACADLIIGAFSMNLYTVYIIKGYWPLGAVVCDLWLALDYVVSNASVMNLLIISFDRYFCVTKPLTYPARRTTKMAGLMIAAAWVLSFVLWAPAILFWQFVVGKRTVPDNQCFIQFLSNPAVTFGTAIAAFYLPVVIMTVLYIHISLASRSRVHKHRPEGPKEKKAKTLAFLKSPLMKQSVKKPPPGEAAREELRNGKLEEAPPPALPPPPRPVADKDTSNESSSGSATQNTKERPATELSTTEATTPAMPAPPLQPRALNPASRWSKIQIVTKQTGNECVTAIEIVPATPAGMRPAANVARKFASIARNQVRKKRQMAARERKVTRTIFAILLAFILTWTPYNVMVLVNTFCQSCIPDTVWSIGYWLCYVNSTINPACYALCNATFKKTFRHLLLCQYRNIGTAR
M5 antag = antagonists of human muscarinic M5 receptor (CHRM5); P08912; CHO-hM5 cells, Fluo-8 calcium fluorescence, ACh EC80; inhibition, % at 3 µM; actives 0.59% (n = 360,000);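 active = inhibition above a per-plate cutoff, the mean of that plate's test compounds plus 3 SD, cut at about 27% in these data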;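 note: 0% = acetylcholine EC80 with DMSO and 100% = DMSO without agonist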
M4 antag = blocks acetylcholine activation of human M4 receptor | CHO-hM4 cells, ACh EC80, Fluo-8 calcium fluorescence | inhibition, % at 3 µM | actives 0.73% (n = 360,000) | P08173;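 active = inhibition above its plate's cutoff, the mean inhibition of sample wells plus 3 SD, cut at about 27% in these data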;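 note: 0% = acetylcholine EC80 with DMSO and 100% = DMSO without agonist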
IDE inh = inhibits human insulin-degrading enzyme in HEK cells | actives 0.41% (n = 320,000) | FAbetaB cleavage, fluorescence polarization | P14735 | inhibition, % at 5.59 µM | AID 434962;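 active = percent inhibition above the average of all tested compounds plus 3 SD, set per screening campaign, cut at about 16% in these data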;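 note: IDE supplied by intact live HEK cells; FP after avidin binding of uncleaved biotin substrate so inhibition keeps polarization high; 0% = DMSO wells and 100% = 60 µM reference IDE inhibitor Ii1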
CRFR2-BP antag = CRF-BP/CRF-R2 complex antagonism; AID 588475; inhibition, % at 11.8 µM; HEK293 CRF-R2/CRF-BP, CRF-induced calcium fluorescence; actives 0.59% (n = 350,000);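 active = inhibition of the ligand-induced calcium signal above about 50% at the single tested concentration, limit read from the data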
M4 ag = CHRM4 agonism in calcium assay; activation, % at 3 µM; CHO-K1 hM4/Gqi5, Fluo-8 calcium fluorescence; vehicle 0%, full acetylcholine response 100%; actives 0.14% (n = 360,000);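 active = activation above the run mean over all test wells plus 3 SD, cut at about 32% in these data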;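 note: peak over basal fluorescence ratio per well then scaled between controls; 0% = DMSO wells and 100% = acetylcholine at EC100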
CHRM5 PAM = positive allosteric modulators of human muscarinic M5 receptor | activation, % at 3 µM | P08912 | actives 0.3% (n = 360,000) | CHO-K1 hM5, Fluo-8 calcium, ACh EC20 PAM; 0% = ACh EC20, 100% = ACh EC100;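 active = activation above the run cutoff, the mean activation of all test compounds plus 3 SD, cut at about 18% in these data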
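Test system: CHO-K1 hM5 cells / Doses: single-point, 3 µM nominal / Times: Post-acetylcholine fluorescence recording 140 s / Technique: Fluo-8 calcium fluorescence / Measure: Max/basal fluorescence ratio as % of EC20–EC100 ACh window / Benchmarks: low control EC20 acetylcholine (0%), high control EC100 acetylcholine (100%) / Replicates: one well per compound, no replicates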
* marks the source's active call; other numbers are inactive results; / = not tested or not shown. An unsorted share of the library; 2.9% or so of the library scored in one or more.

SMILES	M5 ag	CRFR2-BP ag	CHRM4 PAM	M5 antag	M4 antag	IDE inh	CRFR2-BP antag	M4 ag	CHRM5 PAM
CCN(CC(=O)NC1CCS(=O)(=O)C1)S(=O)(=O)c1ccc(C)c(C)c1 (configuration not stated)	-1	1.4	-3	7	8	2	-9	1	-2
O=C(O)C1C2CCC(C2)C1C(=O)Nc1cccc([N+](=O)[O-])c1 (configuration not stated)	-3	4.8	3	-1	-6	/	1	1	0
O=C(N/N=C1\CC2CC=CC12)c1ccc(Br)cc1 (configuration not stated)	2	-0.9	-4	4	10	3	2	0	-6
CCCCC(=O)NC(c1ccco1)c1cc(Cl)c2cccnc2c1O (configuration not stated)	0	5.0	2	-13	-1	-1	24	3	3
COC(=O)c1ccc(C)c(NC(=O)CN(c2ccc3c(c2)OCO3)S(C)(=O)=O)c1	-1	1.5	4	-2	3	4	-19	1	-6
O=C(NC(=S)Nc1cc(-c2nc3ccccc3[nH]2)ccc1Cl)c1ccc2c(c1)OCO2	1	-0.5	-9	15	7	0	0	9	-15
CC(=O)Nc1ccc(C(=O)OCC(=O)c2ccc(F)cc2)cc1	0	-4.8	5	12	-1	2	14	2	-1
Cc1ccc2c(C)c(C(=O)N(C)Cc3ccncn3)oc2c1C	-2	-1.9	4	-9	-3	3	6	2	10
O=C(NCc1ccco1)c1cc(NS(=O)(=O)c2cccc([N+](=O)[O-])c2)ccc1O	5	2.3	-11	1	-12	1	-6	11	-11
Cc1cnc(NC(=O)Cc2ccccc2Cl)s1	-3	-0.6	-2	0	-12	-5	-16	0	1
CCOc1ccc(NC(=S)NC(C)c2cccs2)cc1 (configuration not stated)	-7	0.2	3	1	6	0	33	2	-2
O=c1[nH][nH]c2nc(C(F)(F)F)cc(C(F)(F)F)c12	2	0.0	3	6	0	2	10	0	-11
Cc1ccc(NC(=S)N2CCN(Cc3ccc4c(c3)OCO4)CC2)c(C)c1	-6	-0.1	-3	-6	6	-1	3	1	2
COc1cc(OC)c(OC)cc1/C=C1\CCC/C(=C\c2cc(OC)c(OC)cc2OC)C1=O	-2	13	6	12	-3	/	-10	1	-3
Cc1ccc(C)c(Nc2cc(C)nc(-c3ccccc3O)n2)c1	-8	-2.4	-14	-3	5	6	-4	-1	-13
CN(NC(=O)c1c(Cl)cccc1Cl)c1cccc(Cl)n1	0	-3.0	2	9	-5	0	4	3	4
O=C(N/N=C/c1ccc(N2CCOCC2)s1)c1ccccc1Cl	-2	18	-4	-3	-8	8	-14	3	-5
Cc1ccccc1NC(=S)NNC(=O)c1csc2c1CCC(C)C2 (configuration not stated)	2	-4.6	4	-6	-14	3	-45	2	-1
CO/N=C/c1ccc(N2CCN(C(=O)c3ccc(C)cc3)CC2)c([N+](=O)[O-])c1	4	-1.4	24	14	22	-2	-20	12	-9
COc1ccc(-c2csc(C(C#N)=C(O)CSc3nccn3C)n2)cc1OC	10	4.2	2	11	3	/	0	2	6
COc1ccc(NC(=O)CSc2c(C)nn(-c3nnc(C)c(=O)[nH]3)c2C)cc1	-1	-0.7	3	1	15	2	-11	1	-2
ClCc1csc(-c2ccccc2Cl)n1	-2	-0.8	-4	-1	8	1	19	0	-4
CC(OC(=O)CCCOc1ccccc1)C(=O)Nc1ccc(Cl)cn1 (configuration not stated)	-2	-1.7	11	1	-6	-3	4	0	1
COc1ccc(C(=O)Sc2nncc3ccccc23)cc1	-7	0.0	3	6	-4	-4	-22	0	-2
CCN(CC(=O)Nc1ccc(NC(C)=O)cc1)C(=O)CSCC(=O)Nc1ccc(C)cc1	-4	-0.1	9	-8	-19	4	2	1	17
Other results
SMILES	M5 ag	CRFR2-BP ag	CHRM4 PAM	M5 antag	M4 antag	IDE inh	CRFR2-BP antag	M4 ag	CHRM5 PAM
CCOC(=O)N1CCN(S(=O)(=O)c2ccc(OC)cc2)CC1	3	1.3	-1	7	1	2	13	1	0
Cc1ccc(-c2nc3ccccc3[nH]2)cc1NC(=O)c1ccco1	1	-0.5	2	-4	3	8	-1	4	0
O=C1CCC(C(=O)OCc2cc(=O)oc3ccc4ccccc4c23)=NN1	1	-2.2	13	2	2	2	5	0	5
COc1ccc(-n2c(=O)c3c4c(sc3n(CC(=O)Nc3cc(C)[nH]n3)c2=O)CCCC4)c(OC)c1	4	2.2	7	-5	2	1	-9	1	11
COc1ccc(Br)cc1CNC(=O)Nc1cccs1	-4	2.3	0	-5	-1	-3	24	1	5
CCc1ccc(NC(=O)CCc2nnc3ccc(N4CCC5(CC4)OCCO5)nn23)cc1	-2	0.3	-3	9	2	0	-4	1	-6
Nc1c(-c2cccc(Cl)c2)cnc2c(-c3ccccc3)cnn12	-2	3.8	12	1	-6	1	-41	2	1
Cc1ccc(NC(=O)NCCCN2CCCC2=O)cc1Cl	-3	-1.5	11	-5	-4	3	0	1	8
CC(C)[C@H](NC(=O)c1ccccc1Cl)C(=O)OCC(=O)NC(=O)NCc1ccco1	0	-1.2	8	0	4	0	-2	2	-9
Cn1cnnc1SCC(=O)Nc1cccc(C(=O)O)c1	-3	0.5	6	9	1	1	-4	1	-10
CCOC(=O)CN(C(=O)CSc1nnc(C)n1-c1ccccc1)c1ccccc1	-2	-3.4	7	-5	-5	8	0	2	2
O=C(NCCNC(=O)c1cc(F)cc(F)c1)c1cc(F)cc(F)c1	3	-0.2	-2	-5	0	3	-2	1	7
Cc1onc(-c2c(F)cccc2Cl)c1C(=O)NC(=S)Nc1c(C)n(C)n(-c2ccccc2)c1=O	-9	-1.1	-10	-6	-2	2	-23	1	-10
Nc1c([N+](=O)[O-])cc(-c2cnc[nH]2)cc1[N+](=O)[O-]	1	-0.3	4	2	-12	1	15	1	0
CCOC(=O)Nc1ccc2c(c1)N(C(=O)CNC)c1ccccc1CC2	-1	1.2	-3	7	12	-7	0	0	-5
CNC(=O)NC(=O)C(C)OC(=O)c1c2c(nc3ccccc13)/C(=C/c1cccs1)CC2 (configuration not stated)	0	22	-12	13	13	1	-31	8	-10
CC1CN(C(=S)Nc2ccc(Br)cc2Cl)CC(C)O1 (configuration not stated)	-2	-1.1	5	-2	-12	-5	-3	1	2
CC1(C(=O)NS(=O)(=O)C2CC2)CCCN(C(=O)CSc2ccccc2)C1 (configuration not stated)	1	/	0	8	0	/	/	0	-2
CC(=O)NCC(=O)N1CCCC(C(=O)c2ccc(Oc3ccccc3)cc2)C1 (configuration not stated)	-2	-0.9	-4	-11	-8	7	23	2	0
Nc1ccn([C@@H]2O[C@H](C(=O)N(CCC3=CCCCC3)CC3CC3)[C@@H](O)[C@H]2O)c(=O)n1	0	/	-2	-1	-3	/	/	0	2
CCNC(=S)NNC(=O)CC(C)C	-2	0.6	-3	-6	0	-7	4	1	7
N#C/C(=C\c1c[nH]c2ccccc12)c1nnc2n1CCCCC2	0	-4.0	7	4	-5	7	14	-1	1
COc1ccc(/C=C/C(=O)Nc2nc(C)c(C(=O)N(C)C)s2)cc1	1	-0.4	6	-1	-7	12	14	3	-3
C=CCn1c(SCC(C)=O)nc2scc(-c3ccc(C)o3)c2c1=O	-3	-1.5	-4	4	1	4	6	1	0
COC(=O)c1ccc(C(=O)OC)c(NC(=O)CS(=O)(=O)Cc2ccccc2)c1	-3	-3.8	17	-4	2	2	8	2	7

A second format for some results above.
Compound,M5 ag,CRFR2-BP ag,CHRM4 PAM,M5 antag,M4 antag,IDE inh,CRFR2-BP antag,M4 ag,CHRM5 PAM
Cc1onc(-c2c(F)cccc2Cl)c1C(=O)NC(=S)Nc1c(C)n(C)n(-c2ccccc2)c1=O,-9,-1.1,-10,-6,-2,2,-23,1,-10
Nc1c([N+](=O)[O-])cc(-c2cnc[nH]2)cc1[N+](=O)[O-],1,-0.3,4,2,-12,1,15,1,0
CCOC(=O)Nc1ccc2c(c1)N(C(=O)CNC)c1ccccc1CC2,-1,1.2,-3,7,12,-7,0,0,-5
CNC(=O)NC(=O)C(C)OC(=O)c1c2c(nc3ccccc13)/C(=C/c1cccs1)CC2 (configuration not stated),0,22,-12,13,13,1,-31,8,-10
CC1CN(C(=S)Nc2ccc(Br)cc2Cl)CC(C)O1 (configuration not stated),-2,-1.1,5,-2,-12,-5,-3,1,2

Next part.
SMILES	M5 ag	CRFR2-BP ag	CHRM4 PAM	M5 antag	M4 antag	IDE inh	CRFR2-BP antag	M4 ag	CHRM5 PAM
CC1CCCN(S(=O)(=O)c2ccccc2[N+](=O)[O-])C1 (configuration not stated)	-2	-1.9	7	10	-1	5	-12	-1	2
O=[N+]([O-])c1cccc(C(=Nc2ccc(Cl)cc2)NO)c1	-2	-2.4	5	13	7	0	-2	1	-7
CCC(=O)NC(=S)Nc1ccc(NC(=O)c2cccc([N+](=O)[O-])c2C)cc1	0	9.8	-2	-5	-2	6	-47	9	-6
CN(C)c1nc(OCCOC(=O)Nc2ccc(Cl)cc2Cl)nc(N(C)C)n1	-1	-1.3	6	4	14	3	-40	-1	12
Cc1cccc(NC(=S)NCCN2CCOCC2)c1	-2	-0.3	-2	-2	1	0	8	0	-1
Cc1cc2c(c(CO)c1CCO)C(=O)[C@@H](C)[C@@H]2O	-1	-1.8	3	12	0	-2	2	0	-5
O=C(CN1CC(c2ccccc2)CC1=O)Nc1ccc2c(c1)OCO2 (configuration not stated)	3	1.2	-5	0	-3	-2	-5	1	7
CCCCCCOc1ccc(N2C(=O)CC(N3CCC(C(=O)OCC)CC3)C2=O)cc1 (configuration not stated)	0	-3.8	11	13	-3	2	-6	2	-4
COc1ccc(Nc2nnc(-c3ccc(O)cc3)c3ccccc23)cc1C(N)=O	5	-0.8	5	8	1	-4	18	-1	3
COc1ccc(NC(=O)C[C@H]2C(=O)N(c3ccc(Br)cc3)C[C@@H]2CSC)cc1	-1	-0.5	-8	-2	-21	/	3	4	-9
COc1ccc(C(C)=O)cc1COc1cccnc1[N+](=O)[O-]	0	0.1	-3	0	1	-2	6	2	9
Cc1cc(Br)ccc1NCc1ccccn1	-1	-1.3	-6	-5	2	-2	0	1	1
CCn1c(SCC(=O)Nc2cccc(O)c2)nc2c1c(=O)n(C)c(=O)n2C	-1	-1.1	3	3	-13	2	3	0	1
COc1ccc([C@H]2C[C@H](n3cc(COC(=O)c4ccccc4)nn3)[C@@H](O)CN2Cc2cccs2)cc1	1	4.0	-2	6	-26	/	-5	4	-7
Cc1ccc(C(C)NC(=O)/C(C#N)=C\c2c(C)[nH]c3ccccc23)cc1 (configuration not stated)	27*	11	5	10	7	-2	-49	21	-7
Cc1cc(C)cc(OCC(=O)Nc2ccc(N3CCCC3)cc2)c1	-1	0.5	1	4	4	-3	-2	-1	-2
COc1cc(C(=S)N2CCN(C(c3ccccc3)c3ccccc3)CC2)cc(OC)c1O	-8	-0.9	-6	-1	-5	/	17	-1	8
Cc1ccc(C(=O)NCC(c2ccco2)N2CCc3ccccc3C2)cc1C (configuration not stated)	-6	-0.8	-4	-2	3	6	9	0	3
O=C(CCC1CCCN(C(=O)C2(c3ccccc3)CC2)C1)N1CCN(c2ccccn2)CC1 (configuration not stated)	0	-1.3	2	2	9	-1	-3	8	0
CCN(C(=O)COC(=O)CC1CCCCC1)c1c(N)n(Cc2ccccc2)c(=O)[nH]c1=O	0	1.2	-1	13	9	-4	-14	0	-1
O=C(NC(C(=O)c1ccccc1)N1CCCCC1)c1ccccc1 (configuration not stated)	1	0.0	-2	-6	4	-1	-12	0	7
CC(C)N(C(=O)CSc1nn2c(=O)c(C(C)(C)C)nnc2s1)c1ccccc1	-2	-1.8	9	-4	-6	8	-12	0	-1
